From PubChem
RGS4 inh = Inhibitors of Regulator of G Protein Signaling (RGS) 4: qHTS; Regulator of G-protein signaling 4 (Homo sapiens), P49798; Transcreener GDP fluorescence polarization, RGS4-accelerated GTP hydrolysis; Potency, µM (highest dose often 114 µM), for the others: at the highest dose activity change, negative = inhibition, usual class: inhibitors; actives 0.039% (n = 390,000); note: % is set by controls: 0 for no effect and ±100 for the full control effect; nearly all actives have a fitted effect of over 75% in size; some results filed as inactive show a strong effect at the top dose
Target sequence (P49798 whole entry, looked up): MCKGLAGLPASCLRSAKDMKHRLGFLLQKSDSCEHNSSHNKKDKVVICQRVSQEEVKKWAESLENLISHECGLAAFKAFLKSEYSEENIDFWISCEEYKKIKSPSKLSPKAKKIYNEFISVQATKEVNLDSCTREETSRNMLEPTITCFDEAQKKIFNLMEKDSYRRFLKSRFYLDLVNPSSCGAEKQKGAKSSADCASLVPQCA
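MLSMR compounds (23 nl, pin-transferred) preincubated 10 min at room temperature with a 500nM (2x) first reagent, then RGS4 at 900nM (2x) plus Transcreener GDP mix added; fluorescence polarization (620/688 nm) read before and after 90 min at 30 °C.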
RXFP1 ag = qHTS Assay for Agonists of the Relaxin Receptor RXFP1 | HEK293T-RXFP1 cAMP TR-FRET, 30 min; response scale: percent of porcine relaxin response, buffer zero | Potency, µM (top dose mostly 57.5 µM), without a hit: top-dose activation, usual class: activators | actives 0.3% (n = 370,000) | AID 2676, 2010; note: % is set by controls: 0 for no effect and ±100 for the full control effect; nearly all actives have a fitted effect of over 60% in size; many of its hits are not listed in these tables
Target sequence (Q9HBX9 whole entry, looked up): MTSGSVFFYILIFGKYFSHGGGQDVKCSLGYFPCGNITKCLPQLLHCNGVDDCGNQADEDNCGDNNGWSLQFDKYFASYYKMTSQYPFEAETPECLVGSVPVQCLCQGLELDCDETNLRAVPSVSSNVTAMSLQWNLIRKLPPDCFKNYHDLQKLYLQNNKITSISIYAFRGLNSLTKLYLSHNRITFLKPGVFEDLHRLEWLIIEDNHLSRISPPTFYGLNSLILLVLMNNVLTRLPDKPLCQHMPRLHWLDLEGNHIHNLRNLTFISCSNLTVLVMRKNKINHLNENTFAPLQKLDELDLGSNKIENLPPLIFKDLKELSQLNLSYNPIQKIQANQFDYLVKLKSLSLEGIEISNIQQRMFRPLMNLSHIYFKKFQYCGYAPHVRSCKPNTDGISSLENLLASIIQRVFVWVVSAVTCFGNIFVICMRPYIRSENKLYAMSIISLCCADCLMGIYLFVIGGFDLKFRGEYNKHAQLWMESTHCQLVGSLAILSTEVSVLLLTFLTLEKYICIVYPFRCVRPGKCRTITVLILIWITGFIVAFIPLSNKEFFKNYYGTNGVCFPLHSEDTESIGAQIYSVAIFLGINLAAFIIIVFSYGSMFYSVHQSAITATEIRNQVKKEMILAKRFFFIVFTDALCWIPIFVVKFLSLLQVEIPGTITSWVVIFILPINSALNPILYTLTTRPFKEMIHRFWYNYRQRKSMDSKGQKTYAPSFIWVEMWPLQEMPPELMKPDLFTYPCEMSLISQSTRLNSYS
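cAMP rise read by TR-FRET after 30 min, 37C compound exposure (up to 58 uM) in RXFP1-transfected HEK293 cells with Ro 20174 present. EC50 from Hill-equation fits, with 29 nM porcine relaxin as 100% and buffer as basal.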
USP1-UAF1 inh = Inhibitors of USP1/UAF1: Primary Screen | Ubiquitin carboxyl-terminal hydrolase 1 (Homo sapiens), O94782 | recombinant USP1/UAF1, Ub-Rhodamine cleavage fluorescence | Potency, µM (top dose mostly 57.1 µM), for the others: at the highest dose activity change, negative = inhibition, usual class: inhibitors | actives 0.23% (n = 390,000); note: % is set by controls: 0 for no effect and ±100 for the full control effect; nearly all actives have a fitted effect of over 60% in size; inactives centre near -12
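USP1/UAF1 complex at 1 nM was preincubated with compound for 15 min at room temperature, then Ub-Rho substrate (150nM final) was added. Fluorescence (480/540 nm) was read kinetically, 6 reads every 60 seconds.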
ALOX12 inh = Primary qHTS assay for inhibitors of human arachidonate 12S-lipoxygenase (ALOX12): Round 2; Polyunsaturated fatty acid lipoxygenase ALOX12 (Homo sapiens), P18054; purified 12hLO, xylenol orange hydroperoxide absorbance; actives 1.1% (n = 580,000); Potency, µM (top dose mostly 108 µM), without a hit: at the top dose activity change, negative = inhibition, actives largely listed as inhibitors; note: % is set by controls: 0 for no effect and ±100 for the full control effect
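Hydroperoxide product was detected by ferrous iron/xylenol orange as the 573 to 405 nm absorbance ratio. Arachidonic acid at 40 uM (final) was turned over for 30 min at room temperature by 150 nM human 12hLO, pH 7.0 Hepes buffer, after 15 min compound preincubation.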
TrxR1 inh = qHTS Assay for Inhibitors of Mammalian Selenoprotein Thioredoxin Reductase 1 (TrxR1): qHTS. recombinant rTrxR1, NADPH fluorescence consumption, selenite substrate. Potency, µM (highest dose often 114 µM), without a hit: top-dose activity change, negative = inhibition, most hits filed as inhibitors. actives 1% (n = 390,000); note: % is set by controls: 0 for no effect and ±100 for the full control effect; nearly all actives have a fitted effect of over 65% in size
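Rat TrxR1 (90 nM in the dispensed reagent) was pre-reduced with 400 uM NADPH for 5 min at room temperature, then incubated with compound for 15 min. After 400 uM selenite was added, NADPH fluorescence (Ex 340/Em 450 nm) was followed for 8 min.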
Vif-A3G inh = qHTS for Inhibitors of Vif-A3G Interactions: qHTS. DNA dC->dU-editing enzyme APOBEC-3G (Homo sapiens), Q9HC16. HeLa A3G-eYFP + Vif (tagged APOBEC3G with the HIV-1 protein that degrades it), YFP fluorescence, overnight. Potency, µM (series often up to 46.1 µM), without a hit: top-dose activity, negative = active, usual class: inhibitors. actives 0.076% (n = 410,000);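 note: % is set by controls: 0 for no effect and ±100 for the full control effect; nearly all actives have a fitted effect of over 60% in size; hits raise eYFP signal because A3G escapes Vif-driven loss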
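HeLa cells stably expressing Vif and C-terminally eYFP-tagged A3G, seeded overnight at 37 deg C, then exposed to compound by pintool overnight at 37 deg C. Rise in yellow fluorescence (Ex 488/Em 500-530, Acumen) marks blocked Vif-driven A3G degradation.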
Vif-A3F inh = qHTS for Inhibitors of Vif-A3F Interactions: qHTS; Potency, µM (series often up to 46.1 µM), for the others: at the top dose activity, negative = active; actives 0.2% (n = 390,000); AID 602313, 2012; HeLa A3F-eYFP + Vif (tagged APOBEC3F with the HIV-1 protein that degrades it), YFP fluorescence increase; note: % of control where 0% means no effect; nearly all actives have a fitted effect of over 65% in size
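Fluorescence increase (Ex 488/Em 500-530) after overnight compound treatment at 37 deg C flags inhibition of Vif-driven A3F-eYFP loss in stable HeLa A3F-eYFP/Vif cells seeded overnight beforehand.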
IDH1 R132H inh = qHTS for Inhibitors of mutant isocitrate dehydrogenase 1 (IDH1): qHTS; Isocitrate dehydrogenase [NADP] cytoplasmic (Homo sapiens), O75874; IDH1-R132H enzyme, NADPH consumption, diaphorase/resazurin fluorescence; Potency, µM (highest dose often 76.6 µM), for the others: top-dose activity change, negative = inhibition, usual class: inhibitors; actives 0.093% (n = 390,000); note: % is set by controls: 0 for no effect and ±100 for the full control effect; nearly all actives have a fitted effect of over 65% in size
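IDH1-R132H (0.5 ug/mL) preincubated 30 min with compound, then NADPH (0.016 mM) and alpha-KG (2 mM) added; 80 min at RT, pH 7.5. Remaining NADPH coupled via diaphorase/resazurin to fluorescence (540/590 nm); concentration-response curves normalized to no-enzyme control.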
TrxR1 substrate = qHTS Assay for Substrates of Mammalian Selenoprotein Thioredoxin Reductase 1 (TrxR1): qHTS; purified TrxR1 substrate turnover, NADPH consumption readout; Potency, µM (highest dose often 114 µM), for the others: at the highest dose activity change, negative = substrate turnover; Thioredoxin reductase 1, cytoplasmic (Rattus norvegicus), O89049; actives 0.01% (n = 390,000); note: % is set by controls: 0 for no effect and ±100 for the full control effect; nearly all actives have a fitted effect of over 50% in size
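Rat TrxR1, dispensed at 90 nM, was prereduced with 400 uM NADPH (final) for 5 min at ~22 deg C, then incubated with compound 15 min before 400 uM selenite. A first-read NADPH fluorescence drop versus no-compound background flagged substrates.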
Starred values were filed as active, the others as inactive; ? = inconclusive; nt = not tested or not shown; [ ] = another dose, or the depositor's remark. Calls come from the whole dose curve; as a rule, active = well fitted curve in the direction sought with a large enough effect; inconclusive = small, poorly fitted or top-dose-only effect, or another doubt; inactive = no such curve, though single readings can be large; an effect the other way counts as inactive or inconclusive. Potency is the fitted concentration of half-maximal effect. The list is partial; the hit share may differ from the screen's.

Values run as follows: RXFP1 ag	Vif-A3G inh	Vif-A3F inh	TrxR1 substrate	TrxR1 inh	ALOX12 inh	IDH1 R132H inh	USP1-UAF1 inh	RGS4 inh
O=C1/C(=C2/NCCN2C2CC(=O)N(c3ccccc3)C2=O)CC/C1=C\c1ccccc1 (stereo not given)
  -1.7%	-5%	6%	-4%	-8%	-2%	7%	-20%	-5%
CC(=O)n1cc([C@@H]2C=C(C(=O)N3CCN(Cc4ccc5c(c4)OCO5)CC3)O[C@H](OCc3ccc(CO)cc3)C2)c2ccccc21
  2.2%	1%	-2%	0%	27%	-7%	-3%	-8%	19%
CC(=O)c1c(OC(=O)c2ccco2)c2ccccc2n1C
  -0.9%	-3%	-8%	-2%	-3%	21%	-8%	-19%	5%
CC(Sc1nnc(-c2ccccc2Br)n1-c1cccc(C(F)(F)F)c1)C(N)=O (stereo not given)
  0.5%	0%	8%	4%[57.1 µM]	-5%[57.1 µM]	10%	5%	-19%	-12%
Cc1ccc(S(=O)(=O)N2CCCC(C(=O)Nc3cccnc3)C2)cc1 (stereo not given)
  -2.0%	-1%	-11%	1%	13%	?	3%	-9%	20%
O=C1c2ccccc2S(=O)(=O)N1CC(O)Cn1ccc2ccccc21 (stereo not given)
  2.5%	-1%	2%	-1%	13%	0%	9%	-16%	-32%
COc1cc(NC(=O)CN2CCN(c3ccccc3F)CC2)c(C)cc1[N+](=O)[O-]
  1.8%	1%	-25%	-3%	12%	-4%	-13%	-4%	11%[11.4 µM]
Cc1ccc(OCC(=O)c2cc(C)n(C3CC3)c2C)c([N+](=O)[O-])n1
  1.3%	-19%	-28%	-2%	-19%	3%	-6%	-13%	-6%
COC(=O)c1ccc2c(=O)n(Cc3ccco3)c(SCC(=O)Nc3ccc(C)c(Cl)c3)nc2c1
  7.7%	1%	-4%	6%	-5%	-7%	6%	-18%	-14%
CSc1ccccc1C(=O)Nc1ccccc1C(=O)NC(C)C
  1.6%	-3%	-8%	-4%[57.1 µM]	8%[57.1 µM]	?	1%	2%	?
O=c1nc(-c2ccccc2)cn[nH]1
  0.4%	1%	0%	-1%	6%	-10%	-2%	-8%	-24%
Cc1ccccc1CNC(=O)c1ccc(CN2CC(=O)N3CCCCC3C2=O)cc1 (stereo not given)
  -2.0%	2%	1%	-8%	0%	-29%	8%	-6%	24%
Nc1nc(-c2ccco2)nn1C(=O)c1ccc(F)cc1
  1.1%	-1%	-10%	6%[57.1 µM]	-1%[57.1 µM]	0%	9%	5%	-2%
COC(=O)c1ccc(Cn2nnc3ccccc3c2=O)o1
  14%	0%	-3%	9%	2%	13%	1%	-1%	0%
CCCC(=O)Nc1cccc(-c2nc3cc(C)c(C)cc3o2)c1
  4.7%	0%	0%	8%[57.1 µM]	13%[57.1 µM]	19%	3%	-9%	-9%[11.4 µM]
O=C(OCCOc1cccc(Cl)c1)c1cc(S(=O)(=O)N2CCOCC2)ccc1F
  3.2%	-1%	?	8%[57.1 µM]	-11%	-6%	3%	-15%	-15%
COc1ccc(/C=N/NC(=O)C2(C)NC(C)(C)Cc3ccccc32)cc1 (stereo not given)
  0.3%	1%	6%	-6%	17%[57.1 µM]	4%	4%	-11%	10%
Cc1ccc(S(=O)(=O)NCC(=O)N(CC(=O)NCc2ccc(F)cc2)CC2CCCO2)cc1 (stereo not given)
  0.3%	-2%	2%	-7%[0.0914 µM]	15%	-3%	0%	-17%	-9%
O=C(Nc1cc(Cl)ccc1N1CCCC1)C1=COCCO1
  1.5%	-4%	17%	0%	22%	3%	2%	-23%	-9%
O=C1Nc2ccc(Br)cc2/C1=N/N=C/C1=C(N2CCOCC2)C(=C\c2ccccc2)/CC1
  -0.2%	1%	0%	-4%	?	?	0%	-13%	-28%
CCC(CO)NCC(O)COCc1ccc2c(c1)OCO2 (stereo not given)
  1.7%	3%	1%	-2%	-10%	?	12%	-7%	-18%
Cc1ccc(-n2nc(C(N)=O)nc2-c2ccccc2)cc1
  2.6%	-1%	1%	-3%	9%	7%	0%	-14%	-14%
O=C(COc1ccc(S(=O)(=O)N2CCCC2)cc1Cl)NCc1ccco1
  1.7%	0%	1%	7%[57.1 µM]	?	-6%	-2%	-12%	-8%
COc1cccc(C(=O)NCCS(=O)(=O)NCCc2ccccc2)c1
  0.8%	-4%	8%	-12%	-9%	?	3%	3%	9%
COc1ccc([C@H]2C(C(=O)O)=C[C@@H](C(C)(C)C)N2S(=O)(=O)c2ccccc2)cc1
  nt	1%	4%	4%	13%	0%	-1%[38.3 µM]	-18%	7%
O=c1oc2ccc(Br)cc2cc1-c1nc2c(s1)CCc1ccccc1-2
  nt	-7%	nt	6%	1%	nt	nt	nt	-14%
Cc1nn(C(=O)CCCn2cc([N+](=O)[O-])cn2)c(C)c1Cl
  20%	0%	2%	3%[57.1 µM]	19%[57.1 µM]	0%	10%	-18%	?
CCCCc1ccc(S(=O)(=O)NC2CCS(=O)(=O)C2)cc1 (stereo not given)
  -2.1%	-1%	-3%	1%	6%	-28%	-7%	-6%	-10%
COC(=O)[C@@]12CCCCN1[C@H](c1ccc(-c3cccc(Cl)c3)cc1)[C@@H]1C(=O)N(C)C(=O)[C@@H]12
  nt	0%	-1%	-1%	22%	-22%	-4%	?	-13%
Cc1ccc2c(=O)cc(CSc3ccccc3)[nH]c2c1C
  -0.5%	-16%	?	0%[57.1 µM]	13%[57.1 µM]	-27%	6%	-27%	8%
CCc1ccc(N2C(=O)CSC23C(=O)N(Cc2ccc(C)cc2)c2ccccc23)cc1 (stereo not given)
  2.2%	1%	11%	3%	45%[activator]	?	-1%	-20%	17%
COc1ccc(OCc2nnc(SCC(=O)Nc3ccccc3C#N)o2)cc1
  0.9%	1%	?	3%	10%	15%	-8%	-11%	-8%
C=CCn1c(SCC(=O)N(CC)C2CCS(=O)(=O)C2)nc2cc(C(=O)O)ccc2c1=O (stereo not given)
  -1.6%	3%	1%	6%	19%	208%[activator]	-6%	-16%	13%
CCc1ccc(N2CC(C(=O)Nc3ccccc3F)CC2=O)cc1 (stereo not given)
  2.3%	-8%	-5%	6%	?	9%	0%	1%	-11%
CCCn1cnc2c(N)c(C)c(C)cc21
  -1.3%	-5%	-1%	2%	-3%	-21%	9%	-22%	-4%
c1ccc(-c2nnc3oc(-c4cccs4)nn23)cc1
  nt	-20%	2%	nt	nt	-5%	8%	-24%	nt
COc1ccc(C(=O)CSc2n[nH]c(N)n2)cc1
  -0.6%	1%	nt	-1%	5%	0%	17%	-10%	-29%
CCOC(=O)C1=C(COC(=O)/C=C/c2cccc(OC)c2)NC(=O)NC1C (stereo not given)
  2.5%	-5%	1%	30%	-1%	-6%	9%	-11%	-8%
O=C1C2C3C=CC(C3)C2C(=O)N1CCc1ccccc1 (stereo not given)
  2.2%	1%	3%	8%	12%	12%	6%	-16%	-12%
Cc1cnc(C2OCCO2)c2cccc(N)c12
  nt	0%	-7%	nt	nt	-9%	3%	?	nt
CCN1CCN(CCCNC(=O)c2ccc3c(c2)N(Cc2ccc(C)cc2)CCS3)CC1
  ?	1%	5%	87%[activator]	23%	nt	-2%	-7%	-1%
O=C(NNc1c(F)c(F)cc(F)c1F)C1CCN(S(=O)(=O)c2ccccc2F)CC1
  nt	-3%	3%	3%	0%	278%[activator]	-1%	-13%	3%
CC[C@@H]1CCCCc2ccccc2[C@@H](C(=O)C[C@H](O)CC(C)=O)OC1=O
  nt	0%	2%	7%	1%	-5%	11%	-24%	21%
CCCCc1cc(-c2n[nH]c(=S)o2)c2ccccc2n1
  -1.3%	1%	11%	4%[57.1 µM]	?	?	-1%	-15%	?
CN(Cc1cccs1)C(=O)CCNS(=O)(=O)c1ccc(Br)cc1
  -0.2%	-11%	1%	0%	12%	145%[activator]	-13%	-23%	-4%

Among those listed so far, 2 contain a COOH group:
Values run as follows: RXFP1 ag	Vif-A3G inh	Vif-A3F inh	TrxR1 substrate	TrxR1 inh	ALOX12 inh	IDH1 R132H inh	USP1-UAF1 inh	RGS4 inh
COc1ccc([C@H]2C(C(=O)O)=C[C@@H](C(C)(C)C)N2S(=O)(=O)c2ccccc2)cc1
  nt	1%	4%	4%	13%	0%	-1%[38.3 µM]	-18%	7%
C=CCn1c(SCC(=O)N(CC)C2CCS(=O)(=O)C2)nc2cc(C(=O)O)ccc2c1=O (stereo not given)
  -1.6%	3%	1%	6%	19%	208%[activator]	-6%	-16%	13%
